Assay outcomes from PubChem BioAssay.
V1aR counter: agonists of human V1a receptor, primary screen, counter-screen for OXTR agonist project, fluorescence, CHO-V1R cells; AID 2797, 2010; 320,000 compounds, 0.25% hits; Fluo-8 calcium fluorescence, agonist mode; 0% DMSO, 100% 3 nM vasopressin; activation, % at 3 µM;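 active = activation above the mean activation of all tested compounds plus 3 SD, per screening run, cut at about 20% in these data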;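 also: signal is peak over basal fluorescence ratio across a 100 second FLIPR read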
OXTR ag: human OXTR agonists, primary screen, fluorescence, CHO-OTR cells, Fluo-8 calcium; Oxytocin receptor (Homo sapiens), P30559; Fluo-8 calcium fluorescence; normalized: DMSO 0%, oxytocin 100%; activation, % at 3 µM; 320,000 compounds, 0.32% hits; AID 2435, 2010;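 active = activation above the mean of all tested compounds plus 3 SD, cutoff set per screening run, cut at about 20% in these data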;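 also: peak over basal fluorescence ratio from a 100 s FLIPR kinetic read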
CHO parental Ca: ATP-evoked calcium signal inhibitors, parental CHO, primary screen, counter-screen for OX1R antagonist project, cell-based, fluorescence, Fluo-8 calcium dye; parental CHO-K1, ATP-induced calcium, Fluo-8 fluorescence; inhibition, % at 5.6 µM; 330,000 compounds, 0.63% hits; AID 463079, 2010;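 active = inhibition above that plate's mean sample inhibition plus 3 SD, cut at about 26% in these data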;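 also: 0% = ATP-challenged DMSO wells and 100% = DMSO wells without ATP; some compounds past the cut are filed as inactive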
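Material – parental CHO cells · Reagent – ATP stimulus · Compound – single nominal dose of 5.6 µM per compound · Detection – Fluo-8 fluorescence · Read-out basis – percent inhibition of calcium signal · Controls – ATP-challenged DMSO wells low, unchallenged DMSO wells high · Repeats – no replicates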
CHRM1 agonist: human M1 muscarinic receptor agonists, primary screen, Fluo-8 calcium fluorescence, CHO-K1 cells, HTS; Muscarinic acetylcholine receptor M1 (Homo sapiens), P11229; CHO-K1 hM1, agonist mode; 0% DMSO, 100% acetylcholine EC100; activation, % at 3 µM; 360,000 compounds, 0.33% hits; AID 588814, 2011;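 active = activation above the run's mean compound activation plus 3 SD, cut at about 16% in these data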;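 also: peak over basal fluorescence ratio within a 140 s kinetic read after compound addition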
Target sequence (P11229 whole entry, looked up): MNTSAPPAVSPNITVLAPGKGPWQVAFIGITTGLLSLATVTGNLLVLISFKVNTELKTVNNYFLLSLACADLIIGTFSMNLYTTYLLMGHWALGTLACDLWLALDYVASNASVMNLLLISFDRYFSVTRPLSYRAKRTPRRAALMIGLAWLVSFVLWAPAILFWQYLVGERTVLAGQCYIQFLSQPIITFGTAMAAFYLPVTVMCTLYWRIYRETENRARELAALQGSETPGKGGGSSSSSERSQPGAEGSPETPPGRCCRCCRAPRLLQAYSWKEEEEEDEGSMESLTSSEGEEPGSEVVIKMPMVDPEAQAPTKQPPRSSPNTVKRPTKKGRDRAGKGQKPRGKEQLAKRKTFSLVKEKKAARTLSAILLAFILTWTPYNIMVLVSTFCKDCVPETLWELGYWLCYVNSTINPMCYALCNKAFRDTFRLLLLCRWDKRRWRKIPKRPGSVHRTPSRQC
CHRM1 antagonist: human M1 muscarinic receptor antagonists, primary screen, CHO-K1 cells, Fluo-8 calcium fluorescence, 1536-well | AID 588852, 2011 | CHO-K1 hM1, ACh EC80 antagonist | 360,000 compounds, 1.3% hits | Muscarinic acetylcholine receptor M1 (Homo sapiens), P11229 | inhibition, % at 3 µM;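 active = percent inhibition above its own plate's cutoff, namely the mean of that plate's compound wells plus 3 SD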;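 also: peak over basal fluorescence ratio during 140 s after agonist addition; 0% = ACh EC80 plus DMSO and 100% = DMSO alone without agonist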
OXTR potentiator: human OXTR potentiators, primary screen, fluorescence, CHO-OTR cells, Fluo-8 calcium; Oxytocin receptor (Homo sapiens), P30559; Fluo-8 calcium fluorescence, potentiator mode; 0% = oxytocin EC15, 100% = EC100; activation, % at 3 µM; 320,000 compounds, 0.061% hits;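 active = activation above that plate's cutoff, the mean activation of tested compounds plus 3 SD, cut at about 6.6% in these data, passing the limit was not always enough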;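 also: 100% uses oxytocin at 75 nM as the full agonist control; some results filed as inactive read as strong as hits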
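assay system = CHO-OTR cells, human receptor | schedule = compound 6 min at room temperature before oxytocin, 100 s read | detection = Fluo-8 intracellular calcium fluorescence, ex 470-495, em 515-575 nm | evaluation = normalized max/min fluorescence ratio, % activation | control set = EC15 oxytocin alone as 0%, 75 nM oxytocin (EC100) as 100%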
TAAR1 antagonist: human TAAR1 antagonists, primary screen, Fluo-8 calcium fluorescence, CHO RD-HGA16 cells | 360,000 compounds, 1.5% hits | antagonist | inhibition, % at 3 µM | Trace amine-associated receptor 1 (Homo sapiens), Q96RJ0;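 active = inhibition above a per-plate cutoff, the mean inhibition of test compounds on that plate plus 3 SD, cut at about 49% in these data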;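 also: 0% = DMSO plus EC80 beta-PEA response and 100% = DMSO alone without agonist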
Target sequence (Q96RJ0 whole entry, looked up): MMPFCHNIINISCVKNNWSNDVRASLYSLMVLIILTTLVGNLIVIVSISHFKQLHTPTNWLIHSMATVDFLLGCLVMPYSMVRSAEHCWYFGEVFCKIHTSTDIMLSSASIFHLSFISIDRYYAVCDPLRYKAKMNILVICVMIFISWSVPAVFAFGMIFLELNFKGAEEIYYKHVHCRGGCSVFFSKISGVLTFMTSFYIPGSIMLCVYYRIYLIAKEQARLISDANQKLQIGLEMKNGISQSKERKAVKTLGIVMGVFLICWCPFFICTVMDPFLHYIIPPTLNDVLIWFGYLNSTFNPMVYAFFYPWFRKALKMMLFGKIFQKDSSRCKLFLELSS
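Test system – hTAAR1-expressing CHO RD-HGA16 cells, Gα16-coupled · Also added – β-PEA at EC80 concentration, post-compound challenge · Compound – 3 µM, single point · Incubation – dye loading 75 min at 37 °C, then 30 min room temperature · Measured by – Fluo-8 intracellular calcium dye fluorescence, real-time kinetic reads · Benchmarks – vehicle and agonist controls · Replicates – singlicate, one well per test compound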
M1 PAM: human M1 muscarinic receptor positive allosteric modulators, primary screen, CHO-K1 cells, Fluo-8 calcium fluorescence, 1536-well; CHO-K1 hM1, ACh EC20; 0% = ACh EC20, 100% = maximal ACh; activation, % at 3 µM; 360,000 compounds, 0.088% hits; AID 588819, 2011; in the data active = activation above about 19%, passing the limit was not always enough
TAAR1 agonist: human TAAR1 agonists, primary screen, Fluo-8 calcium fluorescence, CHO RD-HGA16 cells. Trace amine-associated receptor 1 (Homo sapiens), Q96RJ0. vehicle wells 0%, saturating PEA agonist 100%. activation, % at 3 µM. 360,000 compounds, 0.99% hits. AID 624467, 2012;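 active = activation above the mean activation of all test compounds in the run plus 3 SD, cut at about 38% in these data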
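Test system: RD-HGA16 (CHO) cells co-expressing Gα16 and hTAAR1 / Benchmarks: DMSO vehicle as 0%, PEA at EC100 as 100% / Repeats: no replicates (n 1) / Measure: % activation from peak over basal fluorescence ratio, DMSO-to-PEA scaled / Timing: 17-24 h plating, Fluo-8 75 min 37 °C, 30 min RT / Technique: kinetic Fluo-8 calcium fluorescence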
Active calls of the source: *; / = no result given. Not a hit list; any-hit rate near 3.7%.

SMILES | V1aR counter | OXTR ag | CHO parental Ca | CHRM1 agonist | CHRM1 antagonist | OXTR potentiator | TAAR1 antagonist | M1 PAM | TAAR1 agonist
COC(=O)C1=C(C(=O)OC)[C@@H]2N(C)c3ccccc3[C@@]23C[C@@H](CO)N(C(=O)c2cccs2)C3=N1 | -0.2 | 0.2 | -24 | 1 | 10 | -11 | -9 | -1 | 5
OCCC1CN(Cc2cccc(-n3cccn3)c2)CCN1Cc1ccccc1 (configuration not stated) | 1.1 | 2.8 | -20 | -2 | -8 | -2 | -18 | 4 | 1
CC[N+]1=CN(c2ccccc2)C(C)=CC1(C)C | -0.3 | 1.7 | 6 | -10 | 15 | -10 | -9 | -15 | 0
CCCCCC(=O)N1C[C@@H](n2cc(C3CC3)nn2)[C@H](O)C[C@@H]1c1ccc(OC)cc1 | / | / | / | 0 | 0 | / | -1 | 1 | 0
Cc1ccc(NC(=O)CC2S/C(=N/N=C3\CCCc4ccccc43)NC2=O)cc1 (configuration not stated) | 1.4 | 1.5 | -18 | -7 | -3 | -8 | 2 | 6 | 5
CCCCC(=O)N(C)c1c(C)nc2ccc(C(=O)N(C)Cc3ccco3)cn12 | / | / | / | -1 | 11 | / | -32 | -6 | 2
CCCCCCC(c1c(C)n(C)n(-c2ccccc2)c1=O)c1c(C)n(C)n(-c2ccccc2)c1=O | -1.6 | -2.1 | -23 | -6 | -2 | -13 | -44 | 8 | 19
CS(=O)(=O)N(Cc1ccc(C(=O)N2CCc3ccccc3C2)cc1)c1ccccc1 | 7.3 | 3.8 | -22 | -5 | -3 | -21 | 1 | 5 | 25
O=[N+]([O-])c1cccnc1N1CCC(c2cc(-c3ccc(Cl)cc3Cl)n[nH]2)CC1 | -0.3 | 0.3 | -22 | -2 | 3 | -3 | 26 | -1 | 23
CC(Oc1ccc(Cl)cc1Cl)C(=O)NCc1ccncc1 (configuration not stated) | 0.4 | 0.4 | -19 | -7 | 12 | -6 | 6 | -23 | 0
O=C1NC(c2cccc([N+](=O)[O-])c2)=CCN1c1ccccc1O | 4.4 | 2.9 | -8 | -4 | -11 | -5 | 1 | 9 | 1
Cc1ccc(CNc2ncc(-c3ccc4c(c3)OCO4)n2C)cc1 | 2.7 | 3.0 | -18 | -7 | 20 | -4 | -2 | -24 | 5
O=C(CNC(=O)OCc1ccccc1)Nc1ccc(F)cc1 | 0.5 | 0.3 | 0 | -2 | -7 | -8 | 3 | 4 | 2
Cc1ccc(S(=O)(=O)NNC(=O)c2cc([N+](=O)[O-])c(C)c([N+](=O)[O-])c2)cc1 | -1.4 | -2.3 | -12 | -3 | -1 | -10 | -27 | 4 | 0
Cc1cc(OCC(=O)NNC(=O)c2ccncc2)cc(C)c1Cl | / | / | / | -2 | -15 | / | -26 | 14 | 3
O=C1COc2ccc(OCc3ccc(F)cc3)cc21 | -0.9 | -1.0 | 6 | -4 | -12 | -6 | 10 | 9 | 4
COc1ccc(N(CC(=O)Nc2c(C)cccc2C)S(=O)(=O)c2ccccc2[N+](=O)[O-])c(OC)c1 | -0.5 | -1.2 | -16 | -6 | -9 | -25 | -24 | 13 | 3
CC(=O)NCCc1ccc(O)cc1 | -0.1 | 0.7 | -17 | -1 | -5 | -1 | -4 | 2 | 0
Cc1cc(=O)[nH]c(N/N=C/c2c(C)oc3ccccc23)n1 | -1.1 | -2.0 | -13 | -4 | -35 | 0 | -17 | 6 | 2
Cc1cc(C)c(S(=O)(=O)Nc2ncn[nH]2)cc1C | 0.1 | 0.2 | -2 | 2 | 8 | -6 | -15 | 3 | 9

Part of the list above, with values under each structure:
Under each structure – V1aR counter, OXTR ag, CHO parental Ca, CHRM1 agonist, CHRM1 antagonist, OXTR potentiator, TAAR1 antagonist, M1 PAM, TAAR1 agonist
- O=[N+]([O-])c1cccnc1N1CCC(c2cc(-c3ccc(Cl)cc3Cl)n[nH]2)CC1
→ -0.3, 0.3, -22, -2, 3, -3, 26, -1, 23
- CC(Oc1ccc(Cl)cc1Cl)C(=O)NCc1ccncc1 (configuration not stated)
→ 0.4, 0.4, -19, -7, 12, -6, 6, -23, 0

Next compounds follow:
SMILES | V1aR counter | OXTR ag | CHO parental Ca | CHRM1 agonist | CHRM1 antagonist | OXTR potentiator | TAAR1 antagonist | M1 PAM | TAAR1 agonist
CC(C)(C)n1nnnc1C(C1CC1)N1CCN(C/C=C/c2ccccc2)CC1 (configuration not stated) | / | / | / | -4 | -28 | / | -7 | 3 | 1
CCN(C(=O)CSc1ccc(S(=O)(=O)N2CCOCC2)cn1)c1ccccc1 | 3.2 | 0.1 | -19 | -4 | -11 | -11 | -6 | 5 | 7
CC1(C)Cc2nc3oc4c(=S)nc[nH]c4c3cc2CO1 | -0.2 | -0.1 | -4 | -3 | -9 | 3 | -2 | 12 | 1
O=C(/C=C/c1ccc(-c2cccc([N+](=O)[O-])c2)o1)N1CCOCC1 | 1.4 | -0.5 | -18 | -3 | 4 | -3 | 18 | -2 | 6
COc1cc(C2(c3ccc(O)c(OC)c3)C(=O)Nc3c(C)cc(Br)cc32)ccc1O | 4.1 | 5.6 | 26 | -1 | 1 | -15 | 51* | 4 | 31
COCCN(C(=O)CSc1nnc(C)n1Cc1ccccc1)c1c(N)n(Cc2ccccc2)c(=O)[nH]c1=O | 0.6 | -0.3 | -1 | -7 | -10 | -3 | / | 13 | /
CC1CCN(S(=O)(=O)c2cn(C)c(=O)n(C)c2=O)CC1 | 0.7 | -0.8 | -8 | -2 | 3 | -2 | 13 | -3 | 0
CCOc1ccc(CC(=O)OCN2C(=O)c3ccccc3C2=O)cc1 | -0.5 | -1.4 | -22 | -1 | 4 | -9 | 23 | -5 | -1
O=C(COC(=O)c1ccccc1F)Nc1cc(S(=O)(=O)N2CCOCC2)ccc1N1CCCC1 | -0.9 | -1.2 | -16 | -11 | 2 | -4 | 4 | 12 | 1
NC(=O)CSc1nnc(-c2ccc(S(=O)(=O)N3CCCCC3)cc2)n1-c1ccccc1 | 2.0 | 3.3 | -2 | -4 | -10 | -4 | 17 | 6 | 12
O=C(O)CSc1nnc(COc2ccccc2)n1-c1ccccc1 | 0.7 | 1.5 | -4 | -3 | -12 | 3 | -11 | 8 | 7
O=C(CCCCn1c(=O)c2ccccc2n(CC(=O)Nc2ccccc2)c1=O)NCc1ccco1 | -0.9 | -2.1 | -28 | -5 | -12 | -8 | 2 | 2 | 1
CCN(CC)CCNc1ccc(C)c2sc3ccc(O)cc3c(=O)c12 | / | / | / | -3 | -2 | / | -6 | 1 | 6
COc1cc(C(=O)NCC2CCCN2S(=O)(=O)c2cccs2)cc(OC)c1OC (configuration not stated) | -0.9 | -0.5 | -15 | -6 | -24 | -10 | -6 | 13 | 2
O=C(Nc1ccc(N2CCOCC2)cc1N1CCOCC1)c1ccccc1 | 0.0 | 1.6 | -21 | 1 | -5 | -1 | -4 | -4 | 9
O=S1OC(c2ccccc2)c2cc(Cl)ccc21 (configuration not stated) | -0.6 | -2.6 | -16 | -10 | 4 | 1 | 16 | 4 | 9
CC1(C)Cc2c(cnn2-c2ccccc2)C(NC(=O)CCN2CCCCO2)C1 (configuration not stated) | 0.4 | 0.0 | -24 | -2 | -13 | -8 | -21 | 6 | 9
CCOc1cccc(CNn2cnnc2)c1OCc1ccccc1Cl | 0.8 | 1.2 | -10 | -1 | -2 | -2 | 6 | 3 | 18
CN(c1ccccc1)S(=O)(=O)c1cc(Cl)ccc1Cl | -1.6 | -0.9 | -9 | -11 | -12 | 0 | 5 | 10 | 10
CCOC(=O)c1c(C)[nH]c(NC(=O)NNC(=O)c2ccccc2Cl)c1C | 0.2 | 1.5 | -13 | -2 | -3 | -2 | -17 | 4 | 4
Cc1nc(C)c(-c2ccc(SCC(=O)Nc3cccc(Cl)c3)nn2)s1 | 13 | 11 | -1 | 1 | 8 | -16 | 52* | -7 | 8
CCOC(=O)c1c(C)c(C(=O)Nc2cc(OC)ccc2OC)c(C)n1CC | -1.1 | -1.3 | -27 | -7 | 4 | 3 | 17 | -2 | 16
Cc1ccc(-c2c(C)n([O-])c3c([n+]2=O)CCC3)cc1 | 0.5 | 0.3 | -2 | 1 | -7 | -3 | -20 | 13 | 0
Cc1ccc(C(=O)N/C(=C\c2cccs2)C(=O)NCCc2c[nH]c3ccccc23)cc1C | 0.7 | -1.1 | -28 | -3 | -6 | 1 | 21 | 4 | 7
COc1cc(SC)ccc1C(=O)N(Cc1ccccc1)c1ccccn1 | -0.6 | -2.7 | -30 | -1 | -11 | -4 | -15 | 18 | -3
COc1cccc(CNC(=O)c2nnn(CC(=O)Nc3c(C)cccc3C)c2N)c1 | 0.9 | 0.3 | -12 | -9 | -2 | 0 | -21 | 1 | 1
CCC1=C([N+](=O)[O-])C(c2ccc3c(c2)OCO3)NC(=O)N1 (configuration not stated) | 1.6 | -0.7 | -2 | -1 | -17 | -12 | -5 | 7 | -1
Cc1ccc(CN2CCC(C(=O)Nc3cccc(-c4cccc(F)c4)c3)CC2)o1 | 2.4 | 1.3 | -19 | -2 | 1 | -6 | -31 | 1 | 9
COc1ccc(C(=O)NCc2nc(C)c(C)s2)cc1OC1CCN(C(C)C)CC1 | 1.2 | 0.1 | -6 | -4 | 0 | -3 | -30 | 3 | 2
Cc1ccccc1OCC(=O)N(Cc1ccco1)c1c(N)n(Cc2ccccc2)c(=O)[nH]c1=O | 0.4 | 0.2 | -14 | -4 | -5 | -3 | -16 | 2 | 14
Cc1ccc(S(=O)(=O)CCC(=O)OCC(=O)Nc2cc(S(=O)(=O)N3CCOCC3)ccc2Cl)cc1 | / | / | / | -1 | 2 | / | 13 | -3 | 4
CCOC(=O)c1ccc(NC(=O)C2CCN(C(=O)c3ccc(OC)c(OC)c3)CC2)cc1 | 2.7 | 2.0 | 3 | -3 | -9 | -21 | 1 | 4 | 1
